Screening results from PubChem BioAssay.
RBX1-CUL1 inh – inhibitors of human ROC1-CUL1 ubiquitin ligase activity; P62877+Q13616; in vitro K48 di-Ub FRET, acceptor:donor ratio, 45 min; inhibition, % at 10 µM; hit rate 0.6% among 140,000; AID 1347404; in the data active = inhibition above about 25%
Target sequence (P62877 whole entry, looked up): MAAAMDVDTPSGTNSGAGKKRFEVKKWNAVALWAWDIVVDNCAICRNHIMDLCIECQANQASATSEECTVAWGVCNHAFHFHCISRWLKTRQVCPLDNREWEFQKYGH
Target sequence (Q13616 whole entry, looked up): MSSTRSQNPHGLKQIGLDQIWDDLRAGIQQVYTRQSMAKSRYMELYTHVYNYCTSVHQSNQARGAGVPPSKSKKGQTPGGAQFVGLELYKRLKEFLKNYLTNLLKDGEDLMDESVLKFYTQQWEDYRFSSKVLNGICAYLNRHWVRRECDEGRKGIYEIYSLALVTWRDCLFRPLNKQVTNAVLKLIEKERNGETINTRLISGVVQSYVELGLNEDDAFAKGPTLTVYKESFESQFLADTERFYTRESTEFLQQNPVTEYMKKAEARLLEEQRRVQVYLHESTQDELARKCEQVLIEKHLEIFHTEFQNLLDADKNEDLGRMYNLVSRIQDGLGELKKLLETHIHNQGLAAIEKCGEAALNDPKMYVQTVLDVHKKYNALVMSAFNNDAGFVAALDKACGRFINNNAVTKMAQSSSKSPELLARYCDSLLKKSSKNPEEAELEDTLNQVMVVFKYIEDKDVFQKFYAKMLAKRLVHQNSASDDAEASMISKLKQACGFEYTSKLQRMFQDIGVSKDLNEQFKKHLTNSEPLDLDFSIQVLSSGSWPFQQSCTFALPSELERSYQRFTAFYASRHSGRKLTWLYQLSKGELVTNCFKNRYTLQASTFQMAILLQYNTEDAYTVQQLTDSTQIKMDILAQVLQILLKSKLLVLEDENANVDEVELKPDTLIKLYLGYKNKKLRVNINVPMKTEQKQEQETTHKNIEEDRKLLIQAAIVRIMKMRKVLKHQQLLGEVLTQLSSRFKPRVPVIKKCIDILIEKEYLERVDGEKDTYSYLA
* = called active by the depositor. An excerpt; the hit share may differ from the screen's.

SMILES	RBX1-CUL1 inh
C/C(=N\NC(=O)c1cccc(COc2ccc3c(c2)CCC3)c1)c1ccc(O)cc1	-5.0
O=c1[nH]nnc2sc3c(c12)CCCC3	3.6
CN(C)CC(O)COc1ccc(CN2CCN(c3cccc(Cl)c3)CC2)cc1 (configuration not stated)	0.3
CC1CCN(S(=O)(=O)c2ccc3c(ccn3CC(=O)NCc3ccccc3F)c2)CC1	1.3
COc1cc(Nc2ccc(C)cc2)c([N+](=O)[O-])nc1[N+](=O)[O-]	0.1
CC(=O)N1CCCc2cc(S(=O)(=O)N3CCC(C(=O)NCc4ccc(F)cc4)CC3)ccc21	-4.2
COc1cc(/C=C2\C(=N)N3N=CSC3=NC2=O)ccc1OC(=O)c1ccc(C(C)(C)C)cc1	6.6
CC(C)c1cc(C(=O)N2CCN(c3ccccc3F)CC2)cs1	0.4
CCNc1nnc(-n2nc(C)c(Br)c2C)nn1	6.8
CC1=NN(C(C)C)c2nc3c(c(=O)n(CC(C)C)c(=O)n3C)n2C1	-5.0
Cc1c(C(=O)N2CCOCC2)oc2c1-c1nn(CC(=O)NCc3cccc(F)c3)cc1CC2	0.4
Cc1ccccc1N1CCN(C(=O)c2cc(Br)cs2)CC1	7.7
O=C(CC(Sc1ccc(Cl)cc1)c1ccc(Cl)cc1)C1CC1 (configuration not stated)	-1.6
CCOCc1nnc(NC(=O)c2cc(OC)cc(OC)c2)s1	15.6
Nc1nc(-c2ccccc2)nc2ncccc12	4.8
CCOc1nc(OCC)c2[nH]ccc2n1	0.7
O=C(CSc1nnc2sc3ccccc3n12)Nc1ccc2c(c1)OCO2	7.4
CCOc1ccccc1NC(=O)C1C(C)=NC(=S)NC1c1ccccc1C (configuration not stated)	9.0
CCCCCCCSc1nc2sc3c(c2c(=O)n1-c1ccc(OC)cc1)CCC3	-1.4
O=C(Nc1sc2c(c1C(=O)NCC1CCCO1)CCC2)c1cccs1 (configuration not stated)	-14.0
Cc1cc(=O)[nH]c(/N=C(\N)Nc2ccc(C(C)C)cc2)n1	-11.0
COCC1CCN(c2nncc(-c3cccc4ccccc34)n2)C1 (configuration not stated)	0.4
CCc1cccc(C)c1NC(=O)C(NS(=O)(=O)c1ccc2c(c1)CCC(=O)N2)c1ccccc1 (configuration not stated)	-5.8
Cc1cc(C)c(CN2C(=O)c3ccccc3S(=O)(=O)c3ccc(C(=O)OCC4CCCO4)cc32)c(C)c1 (configuration not stated)	-2.9
O=C(CCN1CCCC1=O)NC1CCCc2c1cnn2-c1ccc(F)cc1F (configuration not stated)	-0.6

Sorted by SMILES length (ascending): part of the list above.
SMILES	RBX1-CUL1 inh
O=c1[nH]nnc2sc3c(c12)CCCC3	3.6
COCC1CCN(c2nncc(-c3cccc4ccccc34)n2)C1 (configuration not stated)	0.4
O=C(CC(Sc1ccc(Cl)cc1)c1ccc(Cl)cc1)C1CC1 (configuration not stated)	-1.6
Cc1cc(=O)[nH]c(/N=C(\N)Nc2ccc(C(C)C)cc2)n1	-11.0
CCCCCCCSc1nc2sc3c(c2c(=O)n1-c1ccc(OC)cc1)CCC3	-1.4
CC1=NN(C(C)C)c2nc3c(c(=O)n(CC(C)C)c(=O)n3C)n2C1	-5.0
Cc1c(C(=O)N2CCOCC2)oc2c1-c1nn(CC(=O)NCc3cccc(F)c3)cc1CC2	0.4

Remaining list, next part
SMILES	RBX1-CUL1 inh
CC12CCC(C(=O)Nc3ccc(Cl)cn3)(c3nc4ccccc4nc31)C2(C)C (configuration not stated)	17.2
CCS(=O)(=O)N1CCC(C(=O)NC(C)(C)C)CC1	-2.4
O=C(NCCCN1CCN(c2ccc(F)cc2)CC1)Nc1ccccc1Cl	-10.7
CC(C)(C)c1cc(C2Nc3ccccc3-c3nnc(SCc4ccccc4Cl)nc3O2)cc(C(C)(C)C)c1O (configuration not stated)	-3.4
O=C(NC(c1ccccc1)c1ccccc1)C(c1ccc(Cl)cc1Cl)N1CCOCC1 (configuration not stated)	-12.3
Cn1c(Sc2ccc([N+](=O)[O-])cc2[N+](=O)[O-])nc2ccccc21	7.7
CCC/C(=N\NC(=O)c1ccc(-n2cccc2)cc1)c1ccc(C)s1	-4.7
COc1ccccc1OC(C)C(=O)NC(C)C (configuration not stated)	1.1
O=C(Nc1cccc(F)c1)Nc1ccnn1C1CCN(Cc2ccon2)CC1	0.8
O=C1c2ccccc2CN1CCSC(=S)N1CCCCCC1	2.1
CCOC(=O)c1ccc(Nc2ncccc2C(N)=O)cc1	4.7
Clc1ccc(C(=C(c2ccccc2)c2ccccc2)n2ccnc2)cc1	1.0
N#Cc1c(N)nc(SCC(=O)c2ccc(Cl)c(Cl)c2)c(C#N)c1-c1ccc(O)cc1	0.3
O=C(Cn1cc(C(=O)c2ccncc2)c(=O)c2cc(F)ccc21)Nc1ccc(Cl)cc1	3.9
COCc1cc(=O)[nH]c(-c2cccc(CN3CCNC(=O)C3C(C)C)c2)n1 (configuration not stated)	-4.0
Cc1ccc(C(=O)Nc2cc([N+](=O)[O-])ccc2Cl)c2ccccc12	-5.6
Cc1cc(-c2ccccc2)nc2cc(C(=O)Nc3ccc(Cl)c(Cl)c3)nn12	-2.8
CCc1ccc(NC(=O)Cn2ncc3c(C)n(Cc4cccc(Cl)c4)c(C)c3c2=O)cc1	-7.4
O=C(CN1C(=O)/C(=C/c2ccccc2)SC1=S)Nc1nccs1	1.9
O=C1S/C(=C\c2ccc(Sc3ccccc3)o2)C(=O)N1c1ccc(Cl)cc1	-4.3
CCCCCCCC1=NN2C(=N)/C(=C/c3ccc(F)cc3)C(=O)N=C2S1	-10.7
Cc1cc2c(cc1C)C(N=C1C(=O)N(c3ccccc3)N(C)C1C)=NC(C)(C)C2 (configuration not stated)	7.6
COc1cc(CC2(CCC(=O)NC(c3ccncc3)c3ccc(C)cc3)CCC(=O)N2)ccc1F (configuration not stated)	10.0
CCN1CCN(CC(O)COc2cccc(CN3CCOCC3)c2)CC1 (configuration not stated)	3.4
CO[C@H]1[C@H](NC(=O)COc2ccccc2)c2ccccc2C12CCN(C(=O)CCSC)CC2	-1.4

Reprinted at random: 2 records from the list
SMILES	RBX1-CUL1 inh
COc1cc(CC2(CCC(=O)NC(c3ccncc3)c3ccc(C)cc3)CCC(=O)N2)ccc1F (configuration not stated)	10.0
Cn1c(Sc2ccc([N+](=O)[O-])cc2[N+](=O)[O-])nc2ccccc21	7.7

Next part.
SMILES	RBX1-CUL1 inh
Cc1[nH]c(=O)[nH]c(=S)c1C(=O)NC(C)(CO)CO	3.7
COc1ccc(C(=O)CCc2ccccc2O)c(OC)c1	-4.1
C=CCn1c(SCC(=O)N2CCCCCC2)nc2scc(-c3ccc(C)o3)c2c1=O	1.9
c1ccc(-c2cc(-c3ccccc3)c3ccccc3n2)cc1	5.8
O=C(Nc1ccc(OC(F)(F)F)cc1)c1nn2c(C(F)(F)F)cc(-c3ccccc3)nc2c1Br	-0.2
COCCCN1C(=O)C(=O)C(C(=O)c2ccc(C)o2)C1c1cccc(Oc2ccccc2)c1 (configuration not stated)	7.3
CCN1CCCC1CNC(=O)CCC1CCN(C(=O)c2ccc(OC)c(F)c2)CC1 (configuration not stated)	-5.9
CCN(CC)C(=O)COc1ccc(C2c3c(n[nH]c3-c3ccc(Cl)cc3)OC(=N)C2C#N)cc1OC (configuration not stated)	-0.7
CCc1nc2c(c(=O)[nH]1)C1(CCCCC1)Cc1ccccc1-2	11.9
Cc1nc(SCC(=O)Nc2ccccc2F)c2c3c(sc2n1)CCCC3	-2.5
COc1cc(CN(C(=O)COc2ccc(F)cc2)c2ccccn2)cc(OC)c1OC	12.2
N#Cc1c(C(F)(F)F)cc(-c2cccs2)nc1SCC(=O)Nc1cccc(Br)c1	-10.6
COc1ccccc1C(=O)Nc1ccc(-c2cc(C(F)(F)F)nn2-c2ccccc2)cc1	-0.5
O=C(c1cccs1)N1CCC2(CCCN(CCCc3ccccc3)C2=O)C1 (configuration not stated)	-3.3
N#CC(C=Nc1ccccc1I)c1nc(-c2ccccc2)cs1 (configuration not stated)	-1.1
Cc1ccoc1C(=O)N1CCC(C2CCN(Cc3cccnc3)CC2)C1 (configuration not stated)	3.7
COc1ccccc1C(=O)Nc1cccc(OCc2cc(=O)n3c4c(sc3n2)CCCC4)c1	3.0
O=C(NC(=S)Nc1sc2c(c1C(=O)O)CCCC2)c1ccccc1	6.7
CCOC(=O)c1cccc(NC(=O)CC2C(=O)N(c3ccc(C)cc3)C(=O)N2Cc2cccc(OC)c2)c1 (configuration not stated)	-1.3
COc1ccc(C2CC(C(F)(F)F)n3nc(C(=O)Nc4cccc(Cl)c4)c(Cl)c3N2)cc1OC (configuration not stated)	-12.8
Cc1c(Cl)cccc1-n1ncc(C(=O)N2CCc3ccccc3C2)c1C1CCN(C(=O)OC(C)(C)C)CC1	3.9
CC(C)NC1CC(C)(C)Cc2nc(N3CCC(O)CC3)ncc21 (configuration not stated)	5.8
COc1ccc(NC(=O)CCCN2C(=O)C(c3ccccc3)Oc3cccnc32)cc1OC (configuration not stated)	-8.1
Cc1ccccc1N1CCN(C(=O)c2ccc(C(C)(C)C)cc2)CC1	6.6
CCCOc1ccc(C(=O)Nc2sc3c(c2C(=O)OCC)CCCCC3)cc1	3.4
(further entries)
SMILES	RBX1-CUL1 inh
c1ccc(-c2nn3c(-c4ccccc4)nnc3c3ccccc23)cc1	-4.2
O=C(Nc1ccc2scnc2c1)c1ccc(C2CCCN2)s1 (configuration not stated)	99.0*
CCOC(=O)c1ccc(NC(=O)CSc2nnc(Cc3ccc(OC)cc3)o2)cc1	9.7
COc1cccc(N2CCN(C(=O)C3CCCN(S(=O)(=O)c4cccc5nsnc45)C3)CC2)c1 (configuration not stated)	5.5
O=C(O)COc1cccc(/C=C2\SC(=S)NC2=O)c1	5.9
CC(C)(C)c1ccc(CCC(=O)N2CCN(c3ccccc3)CC2)cc1	-6.9
Cc1ccc(NC(=O)C(N)C#N)cc1 (configuration not stated)	5.4
CC(=O)c1cnc(N2c3ccccc3CC2C)nc1C (configuration not stated)	-6.7
Cn1c(CN2c3ccccc3Sc3ccccc32)n[nH]c1=S	-1.1
CC1=NN(c2ccccc2)C(=O)/C1=C(\C)c1ccc(-c2ccccc2)cc1	-10.5
Cc1csc2nc(-c3cccc(NC(=O)C(C)C)c3)cn12	-3.0
CC(C)C1C(c2ccccc2)NC(c2ccccc2)CC1(C)O (configuration not stated)	-1.9
O=C1c2cccn2CC1CC(=O)N1CCCCC1 (configuration not stated)	-0.3
COc1ccccc1CNC(=O)Cn1ncc2c(=O)oc3ccc(C)cc3c21	1.8
O=C1C2C3CCC(C3)C2C(=O)N1C1CCCCC1 (configuration not stated)	-9.9
COc1ccc(N=C(C)C2C(=Nc3nc4ccccc4o3)SN=C2C(F)(F)F)cc1OC (configuration not stated)	-1.0
NC(=O)C1CCCN(CCNC(=O)c2ccc3nc(C4CCCCC4)oc3c2)C1 (configuration not stated)	1.5
CC(=O)N1CCC(CNCC2(O)CCCN(Cc3ccc(F)cc3)C2=O)CC1 (configuration not stated)	-9.3
CC1CCN(C(=O)Cn2cc(SCC(=O)Nc3ccccc3)c3ccccc32)CC1	-6.4
Cc1n[nH]c(C)c1CNC(=O)CC(c1cccc(O)c1)c1cccc(Cl)c1 (configuration not stated)	-6.2
COCCN1C(=O)NC(Cc2cccc(F)c2)(C2CCN(C(=O)c3ccc(C)s3)CC2)C1=O (configuration not stated)	-1.9
Cc1ncc2c(c1CNC(=O)/C=C/c1cccs1)CCN(C(=O)/C=C/c1c(F)cccc1F)C2	-2.6
COc1ccc(Cl)cc1NC(=O)C(C)(C)Oc1ccc(Cl)cc1	-1.3
O=C(Nc1ccc2nc(SCC(=O)N3CCc4ccccc43)sc2c1)c1ccc(Cl)cc1	-2.1
COC(=O)C1C(C)=NC(C)=C(C(=O)OCC2CCCO2)C1c1cccc([N+](=O)[O-])c1 (configuration not stated)	-5.2

Among those listed so far, 2 contain a COOH group:
SMILES	RBX1-CUL1 inh
O=C(NC(=S)Nc1sc2c(c1C(=O)O)CCCC2)c1ccccc1	6.7
O=C(O)COc1cccc(/C=C2\SC(=S)NC2=O)c1	5.9

The results go on.
SMILES	RBX1-CUL1 inh
C(=NCCN=Cc1ccc[nH]1)c1ccc[nH]1	5.5
CC1CCN(C(=O)Cn2cc(SCc3ccccc3)c3ccccc32)CC1	1.9
CC(C)Cn1c(=O)c2ccccc2n2c(CCC(=O)Nc3cccc(Cl)c3)nnc12	-7.5
O=C(CSCC(=O)Nc1cccc(C(F)(F)F)c1)Nc1ccc(F)cc1	3.3
CN(Cc1ccco1)S(=O)(=O)c1nnc(NC(=O)c2ccccc2Cl)s1	3.3
CCCN(Cc1nc(-c2ccc(F)c(OC)c2)oc1C)CC1CCCO1 (configuration not stated)	0.7
O=C(Nc1ccc(F)cc1)c1ccc(CN2CCCCC2)cc1	3.9
CSc1ccc(C(=O)Nc2ccc(-c3nc4ccccc4s3)c(O)c2)cc1	-3.1
O=C1N=C(Cc2ccc(N3CCOCC3)o2)C(=O)N1c1cccc(Cl)c1	8.5
Cc1ccc2c(C)c(C(=O)N(Cc3ccccn3)C[C@@H]3CCC(=O)N3)oc2c1C	4.7
CC(C)(C)c1ccc(OC(=O)c2ccccc2[N+](=O)[O-])cc1	-3.3
Cc1ccc2oc(-c3ccc(C)c(NC(=O)/C=C/c4ccco4)c3)nc2c1	-9.7
O=C(O)c1cccc(NS(=O)(=O)c2ccc(S(=O)(=O)N3CCOCC3)cc2)c1	4.0
O=C(NCCc1ccccc1Cl)c1cc2ccccn2n1	3.0
Cc1c(C(C)NCc2cccc3nonc23)cnn1-c1cccc(F)c1 (configuration not stated)	-1.3
COC(=O)c1cc(-c2ccccc2OC(C)C)nc2ccccc12	-3.7
O=C(c1coc(Cn2cnc3ccccc32)n1)N1CCCC1c1ccc(F)cc1 (configuration not stated)	5.5
CCc1ccc(CNCc2c(C(=O)O)c(C)n(Cc3c(F)cccc3Cl)c2C)cc1	-13.2
Cc1cccc(OC(C)C(=O)Nc2nnc(SCc3ccc(Cl)cc3Cl)s2)c1C (configuration not stated)	5.5
CCCCCCO[C@H]1[C@H](O)[C@@H](Cn2c(=O)n(C[C@H]3OC(O)[C@H](O)[C@@H](OCCCCCC)[C@@H]3O)c3ccccc32)OC(O)[C@@H]1O (some centres not stated)	-1.9

RBX1-CUL1 inh, what is marked active above
SMILES	RBX1-CUL1 inh
O=C(Nc1ccc2scnc2c1)c1ccc(C2CCCN2)s1 (configuration not stated)	99.0*
